SIAH1 antagonists = Siah-1 peptide-binding antagonists, primary screen, biochemical, fluorescence polarization, rhodamine-plectin, uHTS (AID 1817) | Siah-1 / rhodamine-plectin peptide fluorescence polarization; higher % means a stronger effect | displacement, % at 20 µM; hits with a dose series show IC50 in µM | hit rate 0.02% among 290,000;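 active means displacement of at least 50% at 20 µM, with a fluorescence ratio check between 0.3 and a set limit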;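 further: plate controls were Siah plus tracer with DMSO for no effect and tracer alone without Siah for full effect; strong numbers were not always called active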
human PMI inhibitors = MPI inhibition at elevated mannose 6-phosphate – biochemical, fluorescence intensity, high mannose 6-phosphate, primary screen (AID 1220). hit rate 0.66% among 190,000. recombinant PMI enzyme, coupled fluorescence intensity; higher % means a stronger effect. inhibition, % at 20 µM, or IC50 in µM where a hit was titrated
human PMI inhibition = MPI enzyme activity inhibition – biochemical, fluorescence intensity, coupled assay, primary screen (AID 1209) | inhibition, % at 20 µM, or IC50 in µM where a hit was titrated | purified PMI enzyme, coupled fluorescence intensity; higher % means a stronger effect | hit rate 0.42% among 190,000;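 further: plate controls were DMSO vehicle for no effect and wells lacking substrate for full effect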
AID2073 = disruptors of CaV2.2 binding to Mint1 – biochemical, HTRF (AID 2073). HTRF protein-protein interaction, Mint1-CaV2.2; higher % means a stronger effect. one-dose inhibition, % at 20 µM; IC50 in µM for titrated hits. hit rate 0.19% among 290,000; in the data active means inhibition mostly above about 51%, no sharp cut-off; inconclusive means no clear call, values can overlap the other calls; inactive means mostly below about 53%; further: some results filed as inactive read as strong as hits
M1AAP inhibition = P. falciparum M1AAP inhibitors, biochemical, fluorogenic H-Leu-NHMec substrate, 1536-well (AID 1445); recombinant M1AAP, H-Leu-NHMec fluorogenic kinetic assay; higher % means a stronger effect; inhibition, % at 30 µM; hits with a dose series show IC50 in µM; hit rate 0.42% among 220,000;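 active means primary inhibition above the hit cutoff, then over 50% inhibition at one or more dose response concentrations, cut at about 23% in these data, passing the limit was not always enough; inconclusive means conflicting primary data, or primary hits not chosen for dose response; inactive means low primary inhibition, or under 50% at every dose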;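 further: plate controls were DMSO full reaction for no effect and no enzyme background for full effect; strong numbers were not always called active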
P. falciparum M17LAP = P. falciparum M17LAP inhibitors, primary screen, biochemical, fluorogenic H-Leu-NHMec substrate, 1536-well (AID 1619); hit rate 0.38% among 220,000; recombinant M17LAP, H-Leu-NHMec fluorogenic kinetic assay; higher % means a stronger effect; inhibition, % at 30 µM, or IC50 in µM where a hit was titrated;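 active means compound inhibiting the enzyme by more than half at any dose during confirmatory dose-response retesting; inconclusive means strong single-dose inhibitors picked by rank but not retested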;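 further: plate controls were full reaction with DMSO carrier for no effect and no enzyme background for full effect; strong numbers were not always called active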
XIAP displacement = small molecules displacing peptide from XIAP – biochemical, IAP family, fluorescence polarization (AID 1018) | XIAP BIR domain, fluorescence polarization peptide displacement; higher % means a stronger effect | hit rate 0.007% among 200,000 | displacement, % at 20 µM, or IC50 in µM where a hit was titrated; in the data active means displacement above about 50%; further: a part of the inactive calls stands beside numbers as strong as those of hits
LYP phosphatase = PTPN22 lymphoid phosphatase activity blockers – biochemical, fluorescence intensity, uHTS (AID 1779); hit rate 0.054% among 290,000; inhibition, % at 11.5 µM, or IC50 in µM where a hit was titrated; recombinant LYP phosphatase, fluorescence intensity; higher % means a stronger effect;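 further: plate controls were vehicle with enzyme for no effect and no enzyme for full effect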
Dynein cargo inh = dynein cargo transport inhibition; 3617.4 mouse cells, GR-EGFP nuclear translocation imaging; test concentration mostly 20 µM; stimulated with dexamethasone, 1 µM; hits give low values; hit rate 0.47% among 220,000; z-score, hits read low;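 active means plate z-score of nuclear minus cytoplasmic receptor signal below a set negative limit, without overly bright fluorescence or cell loss, cut at about -3.5 in these data, passing the limit was not always enough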;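 further: z-score of nuclear minus cytoplasmic ring GR-EGFP intensity difference per well; some compounds called inactive have numbers as strong as hits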
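Medium: Induction medium lacking tetracycline, stripped serum | Probe or stimulus: 1.0 µM final dexamethasone stimulus | Schedule: 48 h induction, then 1 h compound, then 30 min agonist, 37 °C | Signal: Automated 10x imaging of fixed Hoechst-stained cells | Evaluation: Per-cell GR-EGFP intensity, nucleus versus surrounding cytoplasmic ring, well-averaged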
Dynein cargo inh cytoplasmic EGFP = also measured in Dynein cargo inh; calls as there; z-score; measured here: cytoplasmic GR-EGFP intensity; hits give high values
Dynein cargo inh nuclear GR-EGFP = further read-out of Dynein cargo inh, marked with its call; z-score; measured here: nuclear GR-EGFP intensity;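 lower value marks the stronger effect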
Dynein cargo inh cell count = second read-out of Dynein cargo inh, no call of its own (marks repeat the call); z-score; measured here: cell count per field
* hit, by the source's call; u = inconclusive; x = not tested or not shown. Unless noted, no stated cut-off is given here; in the data, active means inhibition above about 50%; inactive means the rest.

entry | Compound | SIAH1 antagonists | human PMI inhibitors | human PMI inhibition | AID2073 | M1AAP inhibition | P. falciparum M17LAP | XIAP displacement | LYP phosphatase | Dynein cargo inh | Dynein cargo inh cytoplasmic EGFP | Dynein cargo inh nuclear GR-EGFP | Dynein cargo inh cell count
1 | CCc1ccc(NC(=O)C2CC(=O)N=C(N)S2)cc1 (stereo unspecified) | 1% | 2% | 3% | -6% | -2% | 7% | 34% | -3% | 0.16 | -0.24 | 0.16 | -0.93
2 | CCOC(=O)c1ccc(NC(=O)NCc2ccccc2)cc1 | 10% | 1% | 5% | -4% | -1% | -4% | -8.2% | -6% | -1 | -0.26 | 0.14 | 0.39
3 | Cn1cccc1/C=C1\SC(=S)N(NC(=O)c2ccccc2O)C1=O | -1% | x | x | -2% | 45µM* | 30% | x | 5% | 0.49 | -0.03 | 0.19 | -0.48
4 | O=C(COC(=O)c1cc([N+](=O)[O-])ccc1NCc1ccccc1)NCc1ccccc1Cl | 11% | 3% | 5% | 2% | -4% | 29% | -0.3% | -2% | 0.74 | -0.27 | 0.14 | -0.16
5 | Cc1ccc(Cn2nc(C)c(NC(=O)CSc3nc4c(c(C(F)(F)F)n3)CCc3ccccc3-4)c2C)cc1 | 14% | -5% | 5% | 5% | 1% | -3% | 1.4% | -10% | 1.2 | -0.27 | 0.24 | -0.34
6 | Cc1nn(C(C)C(=O)NCCCc2ccccc2)c(=O)c2cc3occc3n12 (stereo unspecified) | 0% | 0% | 6% | 12% | 17% | 8% | -20% | -1% | -1.2 | -0.19 | -0.53 | 1
7 | Cc1ccccc1-c1nnn(CC(=O)Nc2cccc(S(N)(=O)=O)c2)n1 | 1% | -4% | -9% | 14% | 8% | 16% | -1.7% | 0% | 0.29 | -0.2 | 0.3 | -0.47
8 | CCOC(=O)c1c(C)n(C)c2ccc(OC(=O)c3ccc(N4C(=O)CCC4=O)cc3)cc12 | 11% | 8% | 15% | -5% | -3% | -3% | -7.6% | -10% | -0.041 | -0.22 | 0.21 | 0.18
9 | CCN(CC)c1ccc(N2C(=O)/C(=C/c3cccs3)SC2=S)cc1 | 2% | 18% | 6% | -5% | -5% | 5% | -4.2% | -3% | -1.4 | -0.18 | 0.13 | 0.86
10 | Cc1cc(CN(C)C(=O)c2cc(COc3ccc4ncccc4c3)on2)on1 | 0% | 11% | 5% | -6% | 0% | 0% | -7.4% | -7% | -1 | -0.32 | -0.45 | 0.8
11 | CCOc1ccc(C2c3c(oc4ccccc4c3=O)C(=O)N2CCCN2CCOCC2)cc1OCC (stereo unspecified) | 1% | -18% | -8% | 1% | 12% | 6% | -5.7% | -4% | -1.9 | 0.15 | -0.98 | 0.16
12 | CC(=O)Nc1ccc(NC(=O)CCCc2c[nH]c3ccccc23)cc1 | 2% | -4% | -3% | -3% | 1% | -1% | -4.3% | -9% | -0.91 | -0.17 | -0.63 | -0.43
13 | O=S(=O)(c1cc(Cl)ccc1Cl)n1cccn1 | 2% | 5% | -1% | 5% | 4% | -1% | -4.1% | -8% | -0.88 | -0.28 | -0.45 | 1.2
14 | COCc1cc(C)nc2sc3c(=O)oc(C)nc3c12 | 0% | -14% | 4% | 5% | 5% | -10% | -5.6% | -3% | 2.4 | -0.2 | 0.8 | -0.68
15 | CC1CC(C)CN(CCCNC(=O)c2ccc3c(c2)NC(=O)C(N2CCCCC2)S3)C1 (stereo unspecified) | 0% | 6% | 9% | u | 4% | -3% | 0.6% | -4% | -0.79 | -0.025 | -0.47 | -0.39
16 | COC(=O)CN(Cc1ccco1)S(=O)(=O)c1ccccc1 | -3% | -4% | 5% | 13% | 0% | -1% | -4.7% | 4% | -1.1 | -0.16 | -0.75 | 0.56
17 | COC(=O)C1CCN(c2cc(=O)n(-c3ccc(OC)cc3)c(=O)[nH]2)CC1 | 1% | 1% | 3% | -4% | 0% | 7% | -2.9% | 2% | -0.53 | -0.12 | 0.021 | -0.16
18 | Cc1ccccc1NC(=S)N(CCCN1CCOCC1)Cc1ccccn1 | -4% | 1% | 14% | -3% | 1% | -6% | -9.4% | -9% | 0.91 | -0.25 | 0.52 | 0.044
19 | O=C(Nc1nc2ccccc2s1)C1CC(=O)N(c2ccc(Cl)cc2)C1 (stereo unspecified) | 3% | 6% | 8% | 6% | 1% | -3% | -2.7% | -6% | 0.51 | 0.55 | 0.73 | -0.81
20 | CCCc1nnc(NC(=O)c2cccc(OC)c2)s1 | -7% | -2% | -9% | 18% | 10% | 4% | -8.2% | -5% | 1.1 | -0.39 | 0.94 | -0.48
21 | COC(=O)N/N=C/c1ccc(/C=N/NC(=O)OC)cc1 | -1% | -11% | -11% | 5% | 2% | 18% | -4.6% | 8% | -0.25 | -0.048 | -0.13 | 0.41
22 | O=C(NCCCN=C1NS(=O)(=O)c2ccccc21)c1ccc(S(=O)(=O)N2CCCCC2)cc1 | -2% | 5% | 9% | -5% | 5% | 1% | -0.1% | -4% | -0.33 | -0.2 | -0.62 | 0.95
23 | CC/C(C)=N/NC(=O)c1[nH]c2ccc(C)cc2c1-c1ccccc1 | -2% | 17% | 13% | -4% | 4% | -1% | 0.4% | -4% | -0.0056 | -0.27 | 0.27 | 1.2
24 | COc1cc(C(=O)NCc2nnc(SCC(=O)N3CCc4ccccc43)o2)cc(OC)c1OC | -7% | 3% | 6% | -2% | 4% | 3% | -1.9% | -6% | 2 | -0.18 | 1.4 | -1.2
25 | COc1cc(C2C(C#N)=C(N)Oc3n[nH]c(C)c32)cc2c1OCO2 (stereo unspecified) | 1% | 24% | 0% | 6% | 6% | 27% | -9.6% | 0% | 1.6 | -0.011 | 0.99 | -0.49
26 | Cc1sc2nc(CSc3ccccc3)nc(N3CCN(C)CC3)c2c1C | -5% | 15% | 14% | -1% | -1% | -15% | -1.8% | 4% | 2.4 | 0.02 | 1.1 | -0.96
27 | COc1ccc(/C=C/C(=O)C(C(N)=O)=C2SCCS2)cc1 | 8% | 1% | 11% | -6% | 14% | 2% | 0.2% | -1% | 3.1 | -0.006 | 2.1 | -1.3
28 | O=C(CSc1ccsc1[N+](=O)[O-])NC1CCCC1 | -2% | 10% | 4% | 2% | -7% | -8% | 4.8% | -4% | 1.2 | -0.23 | 0.61 | -0.45
29 | O=C(Cc1ccccc1)Nc1ccccc1N1CCN(c2ccccc2)CC1 | -2% | 0% | 7% | -6% | 9% | 3% | -5.6% | 2% | -1.2 | -0.23 | -0.39 | 1.3
30 | Cn1cc(Br)c(C(=O)NC2C3CC4CC(C3)CC2C4)n1 (stereo unspecified) | -8% | 0% | 1% | 13% | 0% | 18% | -5.8% | -7% | -0.26 | -0.32 | -0.18 | 0.82
31 | C/C(=C\c1ccco1)CN1CCC(N2CCC(C(=O)N3CCOCC3)CC2)CC1 | -3% | 5% | 4% | -4% | -1% | -1% | -2.3% | -2% | -1.4 | -0.25 | -0.55 | 1.3
32 | Cc1cccc(COc2ccc(/C=N/NC(=O)c3nnn(-c4nonc4N)c3COc3ccc(F)cc3)cc2)c1 | 7% | x | x | 22% | 8% | -3% | x | -3% | -0.2 | -0.21 | 0.53 | -0.54
33 | NNC(=O)c1ccc(O)cc1O | -1% | -1% | -12% | 9% | 12% | 11% | -6.8% | -8% | -0.38 | -0.23 | -0.64 | 0.6
34 | Cc1ccc(Cl)cc1NC(=S)NCc1cccn1C | 0% | -16% | 2% | -3% | 0% | 1% | -6.4% | -2% | 1.1 | -0.21 | 0.64 | -0.6
35 | COCCOc1cnn(-c2cc(Oc3ccc(C)cc3)ncn2)c(=O)c1Cl | 0% | 2% | 4% | 33% | 2% | 8% | -3.9% | -7% | -0.23 | -0.43 | 0.2 | 0.4
36 | CC(C)CCNC(=O)Cn1cc2c(n1)CCCCC2 | 2% | 13% | 12% | 0% | 6% | 1% | 0.7% | -3% | -0.16 | -0.22 | 0.18 | 0.72
37 | CNCCCOc1ccc(C)cc1OC | 5% | -10% | -1% | 9% | -3% | 9% | -7.7% | -6% | -0.11 | -0.29 | 0.14 | 1.3
38 | CSc1nsc(SC)c1NC(=O)Nc1ccccn1 | 3% | -2% | 1% | -7% | 6% | 4% | -1.0% | -4% | 0.57 | 0.13 | 0.68 | -0.94
39 | N#CCc1ccc(NS(=O)(=O)c2cccs2)cc1 | -2% | 3% | -3% | 2% | 2% | 0% | -4.5% | -12% | -0.83 | -0.25 | 0.24 | 0.24
40 | Cc1cn(C2CC3OCC3O2)c(=O)[nH]c1=O (stereo unspecified) | -1% | 6% | 7% | -3% | 9% | -5% | -2.9% | -11% | 0.78 | -0.23 | 0.32 | -1.5
41 | CCc1nc2c(sc3nc4c(cc32)COC(C)(C)C4)c(=O)n1CCN(CC)CC | -2% | 4% | 10% | 6% | 2% | -1% | -3.4% | -3% | 0.082 | -0.23 | 0.27 | -0.08
42 | O=C(O)c1cc(-c2ccc(/C=N/Nc3ccc(Cl)cc3)o2)ccc1Cl | 5% | -2% | -3% | 13% | 17% | -122% | -5.9% | -2% | -1 | -0.19 | -0.065 | 0.2
43 | O=C(NC1CCCCC1)C(c1cccnc1)N(C(=O)c1csnn1)C1CCCC1 (stereo unspecified) | 10% | 10% | -2% | 20% | 9% | 7% | -7.1% | 0% | 0.072 | -0.21 | -0.093 | 0.71
44 | CN(C)C(=O)/C(=C\c1ccncc1)NC(=O)c1ccccc1 | -7% | -6% | 0% | -11% | x | x | 0.6% | -3% | 0.13 | -0.38 | 0.32 | 0.7

Whole records from above. Screens in order: SIAH1 antagonists | human PMI inhibitors | human PMI inhibition | AID2073 | M1AAP inhibition | P. falciparum M17LAP | XIAP displacement | LYP phosphatase | Dynein cargo inh | Dynein cargo inh cytoplasmic EGFP | Dynein cargo inh nuclear GR-EGFP | Dynein cargo inh cell count
O=C(NC1CCCCC1)C(c1cccnc1)N(C(=O)c1csnn1)C1CCCC1 (stereo unspecified) is listed with 10% | 10% | -2% | 20% | 9% | 7% | -7.1% | 0% | 0.072 | -0.21 | -0.093 | 0.71
CCc1nc2c(sc3nc4c(cc32)COC(C)(C)C4)c(=O)n1CCN(CC)CC is listed with -2% | 4% | 10% | 6% | 2% | -1% | -3.4% | -3% | 0.082 | -0.23 | 0.27 | -0.08
O=C(O)c1cc(-c2ccc(/C=N/Nc3ccc(Cl)cc3)o2)ccc1Cl is listed with 5% | -2% | -3% | 13% | 17% | -122% | -5.9% | -2% | -1 | -0.19 | -0.065 | 0.2

Bioassay records as filed in PubChem.
